# From PubChem
# TRPV1 agonist – HTS Assay for Compounds that Act as Agonists of the Vanilloid Receptor 1; Transient receptor potential cation channel subfamily V member 1 (Homo sapiens), Q8NER1; TRPV1-expressing cells, Fluo-8 calcium influx, agonist mode; activation, % at 8.33 µM; 320,000 compounds, 0.19% hits; in the data active = activation above about 80%; inconclusive = between about 30% and that limit; also: 0% is about no effect
# Target sequence (Q8NER1 whole entry, looked up): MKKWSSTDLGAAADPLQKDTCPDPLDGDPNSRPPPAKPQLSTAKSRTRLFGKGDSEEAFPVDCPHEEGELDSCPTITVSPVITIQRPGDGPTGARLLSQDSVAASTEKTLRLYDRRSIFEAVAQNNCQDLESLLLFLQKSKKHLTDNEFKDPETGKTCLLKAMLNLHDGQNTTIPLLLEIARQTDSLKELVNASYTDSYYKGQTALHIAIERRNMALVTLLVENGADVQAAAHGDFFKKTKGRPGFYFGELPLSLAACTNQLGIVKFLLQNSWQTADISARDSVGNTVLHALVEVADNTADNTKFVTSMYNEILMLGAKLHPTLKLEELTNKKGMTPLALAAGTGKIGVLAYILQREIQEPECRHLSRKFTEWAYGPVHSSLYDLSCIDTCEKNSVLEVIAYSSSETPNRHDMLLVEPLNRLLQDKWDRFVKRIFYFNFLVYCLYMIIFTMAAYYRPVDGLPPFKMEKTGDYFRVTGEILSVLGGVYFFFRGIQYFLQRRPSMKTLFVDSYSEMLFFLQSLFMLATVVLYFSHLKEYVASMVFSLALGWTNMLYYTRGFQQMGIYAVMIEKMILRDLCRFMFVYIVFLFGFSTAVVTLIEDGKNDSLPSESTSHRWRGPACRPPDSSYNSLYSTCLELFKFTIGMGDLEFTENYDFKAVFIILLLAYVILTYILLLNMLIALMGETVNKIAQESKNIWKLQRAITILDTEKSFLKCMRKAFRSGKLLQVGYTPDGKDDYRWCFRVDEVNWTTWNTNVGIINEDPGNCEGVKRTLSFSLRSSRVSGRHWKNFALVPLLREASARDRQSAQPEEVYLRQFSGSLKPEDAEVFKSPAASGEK
#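 Cells expressing TRPV1 were dye-loaded with Fluo-8 and read kinetically: 10 s baseline, 3 min after compound (agonist portion), then 2 min after EC20 capsaicin (allosteric enhancer portion). Calcium-bound dye fluorescence at 480/520 nm.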
# hERG WT inh – qHTS for Inhibitors of KCHN2 3.1: Wildtype qHTS; Voltage-gated inwardly rectifying potassium channel KCNH2 (Homo sapiens), Q12809; 340,000 compounds, 0.37% hits; U2OS, BacMam KCNH2, thallium flux FluxOr; stronger effect = lower value; activity change, % at 1.84 µM;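 active = maximum activity change below -70%; inconclusive = maximum activity change between -70% and -50%; inactive = maximum activity change above -50%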; also: % is scaled to controls: 0 for no effect and ±100 for the full control effect
#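 U2OS cells were transduced with wild-type KCNH2 virus (2.03 x 10^8 / mL) for 4 h at room temperature, then cultured overnight at 37 C. Thallium flux was read with FluxOr dye. Rate constants were normalized to DMSO controls.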
# USP2a block – qHTS Assay for Inhibitors of Ubiquitin-specific Protease USP2a Using CHOP2 as the Reporter; Potency, µM (series often up to 38.3 µM), inactives show at the highest dose activity change, negative = inhibition, actives largely listed as inhibitors; AID 463254, 2010; USP2 core, Ub-CHOP2 coupled fluorogenic reporter, 485/531; Ubiquitin carboxyl-terminal hydrolase 2 (Homo sapiens), O75604; 330,000 compounds, 0.01% hits;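 also: potency is read from the fitted curve at half-maximal effect; plate controls were DMSO wells for no effect and full inhibition by NEM control for full effect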
#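 USP2 core (10nM final) preincubated 30min RT with compound in 20mM Tris-HCl pH 8.0, 2mM CaCl2, 2mM beta-mercaptoethanol, 0.05% CHAPS; 25nM Ub-CHOP2 plus 25nM reporter substrate added, fluorescence (Ex485/Em531) read after 60min.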
# Eya2 inh – qHTS Assay for Inhibitors of the Phosphatase Activity of Eya2; Protein phosphatase EYA2 (Homo sapiens), O00167; recombinant Eya2, OMFP fluorescence dephosphorylation (OMFP is methylfluorescein phosphate); Potency, µM (top dose mostly 76.9 µM), for the others: top-dose activity, negative = inhibition, hits mostly inhibitors; 330,000 compounds, 0.006% hits; also: potency is read from the fitted curve at half-maximal effect; % is scaled to controls: 0 for no effect and ±100 for the full control effect
#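 Eya2 protein (added as 0.2 uM solution) was preincubated with compound for 10 min at ambient temperature in 50 mM HEPES pH 7.5, 50 mM NaCl, 5 uM MgCl2, 0.05% BSA, 1 mM DTT. OMFP (added at 50 uM) then reacted 10 min; fluorescence read at 485/525 nm.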
# TCR activator – Activators of T cell receptors: qHTS campaign; primary human leukocytes, anti-CD3, IL-2 HTRF, 48 h; Potency, µM (series often up to 9.22 µM), for inactives: at the top dose activation of IL-2 secretion, hits mostly activators; 330,000 tested, under 10 active; AID 504894, 2011; also: % of control where 0% means no effect
#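 IL-2 release read by HTRF sandwich (Eu cryptate donor, d2 acceptor, 665 nm emission) after 48 hr exposure of primary human leukocytes to compound together with anti-CD3 beads in the absence of co-stimulatory signals.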
# Mito fusion act – qHTS Assay for Small Molecule Inhibitors of Mitochondrial Division or Activators of Mitochondrial Fusion; S. cerevisiae fusion-defective mutant growth rescue, CellTiterGlo 48 h; Potency, µM (series often up to 46.1 µM), inactives show top-dose growth rescue (activation), usual class: activators; 320,000 compounds, 0.23% hits;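 also: potency is read from the fitted curve at half-maximal effect; % of control where 0% means no effect; nearly all actives have a fitted effect of over 45% in size; temperature-sensitive fusion mutants such as fzo1-1 at 37 °C on non-fermentable ethanol glycerol medium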
#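 Temperature-sensitive fusion-defective S. cerevisiae (e.g. fzo1-1, mgm1-5) were grown with compound in YPEG medium (3% ethanol, 3% glycerol) for 48 hours at 37C. Growth rescue was measured as viability by CellTiterGlo luminescence after 10 minutes at ambient.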
# TSHR antagonist – Antagonists of the Thyroid Stimulating Hormone Receptor: HTS campaign; Thyrotropin receptor (Homo sapiens), P16473; TSHR-expressing cells, TSH-stimulated cAMP HTRF, 2 h; stronger effect = lower value; activity change, negative = inhibition, % at 11.5 µM; 330,000 compounds, 0.2% hits;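 active = activity change below a set negative limit, meaning inhibition stronger than a set level, cut at about -70% in these data; inconclusive = activity change between two set negative limits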; also: % is scaled to controls: 0 for no effect and ±100 for the full control effect
#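 Inhibition of cAMP made by TSHR-expressing cells under TSH stimulation (4nM final, EC80; 2 h, 37 deg C) is quantified with a one-step lysis HTRF kit, anti-cAMP cryptate versus cAMP-d2.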
# ELG1 DNA repair – qHTS screen for small molecules that inhibit ELG1-dependent DNA repair in human embryonic kidney (HEK293T) cells expressing luciferase-tagged ELG1; 330,000 compounds, 2.3% hits; HEK293T ELG1-luciferase reporter, luminescence, 16 h; DNA damage induced by 5-fluorouridine; Potency, µM (titrated, usually from 46.1 µM), for the others: top-dose activity change, negative = inhibition, actives largely listed as inhibitors; also: potency is read from the fitted curve at half-maximal effect; % is scaled to controls: 0 for no effect and ±100 for the full control effect; nearly all actives have a fitted effect of over 55% in size
#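 5-Fluorouridine DNA damage + compound/DMSO, 2,000 cells/well, 16 h, 37 °C/5% CO2. ONE-Glo, 30 min RT, luminescence. Readout = decrease in reporter signal.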
# KCNH2 3.1 inh – qHTS for Inhibitors of KCHN2 3.1: Mutant qHTS | Potassium voltage-gated channel subfamily H member 2, brain isoform KCNH2 3.1 (human) | U2OS KCNH2 3.1, thallium flux FluxOr; stronger effect = lower value | activity change, % (tested at about 1.8 µM) | 340,000 compounds, 0.95% hits | AID 720553, 2013;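 active = maximum activity change below -70%; inconclusive = maximum activity change from -70% to -50%; inactive = maximum activity change above -50%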;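 also: thallium influx rate constant from kinetic fluorescence after stimulation buffer; % is scaled to controls: 0 for no effect and ±100 for the full control effect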
#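 Normalized rate constant (relative to positive and negative DMSO controls) derived from a 2 min kinetic fluorescence read after stimulation; U2OS cells expressing the 3.1 isoform via virus at 1.77 x 10^8 /mL.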
# AT treatment – qHTS Assay for Identifying a Potential Treatment of Ataxia-Telangiectasia; […] A-T fibroblasts, KAP-1 phosphorylation AlphaLISA; neocarzinostatin DNA damage 30 min before lysis; Potency, µM (titrated, usually from 57.5 µM), without a hit: at the highest dose activation, actives largely listed as activators; 320,000 compounds, 0.19% hits; also: potency is read from the fitted curve at half-maximal effect; % of control where 0% means no effect; nearly all actives have a fitted effect of over 45% in size
#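 ATM-like activity read as KAP-1 phosphorylation via AlphaLISA donor/acceptor antibody pairs after lysis and 6 hr at 25C. Cells were ATM-null patient fibroblasts ([…], hTERT), dosed 60 min, then exposed to the DSB inducer NCS for 30 min.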
# * = called active by the depositor; ? = inconclusive; · = not tested or not shown; & = joins results of further samples; [ ] = another dose, or the depositor's remark. Unless noted, calls follow the shape of the dose curve; as a rule, active = well fitted curve in the direction sought with a large enough effect; inconclusive = small, poorly fitted or top-dose-only effect, or another doubt; inactive = no such curve, though single readings can be large; an effect the other way counts as inactive or inconclusive. A portion of the library; count on the stated rates, not on these rows.
# Order of results – TRPV1 agonist, hERG WT inh, USP2a block, Eya2 inh, TCR activator, Mito fusion act, TSHR antagonist, ELG1 DNA repair, KCNH2 3.1 inh, AT treatment
COc1ccc(C(O)c2cc(OC)ccc2OP(=O)(N(C)C)N(C)C)cc1 (centres undefined)
    0, -3, -1%, 0%, 2%[46.1 µM], 1%, 7, -13%, -13, -5%
CCCCC(C)C(OC(=O)CC(CC(=O)O)C(=O)O)C(CC(C)CC(O)CCCCC(O)CC(O)C(C)N)OC(=O)CC(CC(=O)O)C(=O)O (centres undefined)
    0, 0, 0%, -20%, 0%, -1%, -4, -12%, 18, -2%
CC(=O)[C@H]1CCC2C3CC[C@H]4C[C@@H](O)CC[C@]4(C)C3CC[C@@]21C (some centres undefined)
    ·, -3, 0%, 5%, 4%, ·, -10, -5%, 1, 21%
COc1ccc(CCNCc2ccccc2F)cc1OC
    -1, 0, 0%, -1%, -1%[46.1 µM], 0%, 3, -5%, -1, ·
O=C(/C=C/c1ccc(Cl)cc1)NC(=S)N1C[C@H]2C[C@H](C1)c1cccc(=O)n1C2
    1, 13, 0%, 7%, -4%, -2%, 4, 42%, -4, -10%
Cc1cc(=O)oc2cc(OCC(=O)N3C[C@H]4C[C@@H](C3)c3cccc(=O)n3C4)c(Cl)cc12
    -2, 2, 3%, -8%, -3%, 1%, 30, ?, 5, 3%
O=C(O)CP(=O)(O)c1ccc(Cl)cc1
    -1, -2, 2%, 2%, 8%, -1%, -9, 0%, 24, -6%
O=C(C[N+]12CCC(CC1)C(CO)C2)c1ccc([N+](=O)[O-])cc1 (centres undefined)
    -4, -2, 3%, -20%, -15%, -1%, -7, 9.2µM*, 5, -3%
CCOc1ccc(C(C)=O)cc1Cc1c(O)[nH]c(=S)[nH]c1=O
    -1, 2, 2%, 13%, 8%, 5%, 37, 4%, 13, -13%
COc1nc(NCC2CCCO2)nc(N2CC3CC(C2)c2cccc(=O)n2C3)n1 (centres undefined)
    -1, 0, -9%, 4%, 6%, 1%, 4, ?, 8, -18%
CCCOP(=O)(OCCC)C(NC(=O)c1cc(OC)c(OC)c(OC)c1)c1ccccc1 (centres undefined)
    9, 7, -2%, 3%, -5%, 6%, -2, ?, -2, 8%
COCCNC(=O)N1[C@H]2CC[C@@H]1C(C(=O)OC)=C(c1ccc(-c3ccccc3)c(F)c1)C2
    6, ·, 1%, -6%, 12%, 13%, -28, 13%, ·, 3%
C=CCN1C(=O)/C(=C/c2ccc(Br)s2)C(=O)NC1=S
    0, -4, 0%, 9%, 2%, 1%, 29, 11%, -5, -9%
CNCCc1nc(N)n[nH]1
    -4, -4, 0%, 18%, -2%, 2%, -3, ?, 2, ·
OC1/C(=C/c2ccccc2F)N2CCC1CC2 (centres undefined)
    -6, 1, 1%, -2%, -1%, 0%, 12, -3%, -6, 2%
CN1CCN(Cc2nc3ccccc3n2C)CC1
    -1, -3, -1%, -7%, -3%, -1%, -1, 0%, -28, -1%
COC(=O)[C@@H](c1ccccc1)C1CCCCN1 (some centres undefined)
    ·, -1, 2%, -36%, 0%, ·, -8, 0%, 4, 7%
CN1C2CCC1C(COC(=O)c1ccccc1)C(O)C2 (centres undefined)
    -1, 5, 2%, -8%, -6%, -1%, 13, -3%, -17, -1%
CCN(CC)P(=O)(NC(=O)c1cccn1C)N(CC)CC
    -1, 5, 4%, -29%, ·, -4%, 6, 16%, 5, -2%
O=C1NC(=O)C(=Cc2ccc(OCC(=O)N3CCOCC3)cc2)C(=O)N1
    -5, -36, 1%, 5%, 1%[46.1 µM], -15%, -2, 22%, -1, 7%
Cc1ncc(CNC(=O)N(CCCl)N=O)c(N)n1
    2, 9, 2%, 1%&-2%, -12%, 2%&3%, -18&1, -3%, 10, 2%
CCCCCn1c(=O)c(C(=O)NCc2ccc(Cl)cc2)c(O)c2ccccc21
    -2, -6, 1%, 1%, 1%, 3%, 37, -8%, 12, 18%
COC(=O)C1=C(c2ccc(OC)c(OC)c2)C[C@@H]2CC[C@H]1N2C(=O)N1CCCC1
    -5, -37, 0%, -4%, 3%, -1%, 2, 12%, -18, 10%
COC(=O)C1=C(c2ccc(OCc3ccccc3)cc2)C[C@@H]2CC[C@H]1N2C(=O)NCc1cccc(C(F)(F)F)c1
    -3, -5, -7%, 5%, -2%, -2%, 1, ?, -30, ?
O=c1[nH]sc2cc(F)ccc12
    14, -4, 0%, -4%, 5%, -3%, -4, 8%, -4, -6%
C[C@@H]1O[C@@H](O[C@@H]2C=C3CC[C@@H]4C(CC[C@]5(C)[C@@H](c6ccc(=O)oc6)CC[C@]45O)[C@@]3(C)CC2)[C@H](O)[C@H](O)[C@H]1O (some centres undefined)
    3, -8, -2%, 2%, 1%, -4%, -78*, ?, -25, 11%
O=c1[nH]c(=S)n(-c2ccccc2F)c(O)c1C=NCCN1CCNCC1
    -4, -1, 6%, -11%, -2%, -3%, -1, 21%, 1, -7%
COc1ccccc1OCC#CCN1CCCC1
    0, 3, -1%, -26%, 4%, 0%, 1, 1%, -9, -5%
Cc1cc(OCC(=O)N2CCN(CC(=O)N3CCOCC3)CC2)c(C(C)C)cc1Cl
    ·, -6, 1%, -18%, 9%, ·, ·, 2%, 0, 10%
CN(C)CCN(C(=O)COc1ccc(Cl)cc1)c1nc2cc3c(cc2s1)OCO3
    3, 8, 0%, 0%, 6%, -19%, -17, ?, 17, -5%

# (next part)
# Order of results – TRPV1 agonist, hERG WT inh, USP2a block, Eya2 inh, TCR activator, Mito fusion act, TSHR antagonist, ELG1 DNA repair, KCNH2 3.1 inh, AT treatment
Cc1nn(Cc2ccccc2Cl)c(C)c1C(=O)OCC(=O)NC1CCS(=O)(=O)C1 (centres undefined)
    -1, 8, 1%, -1%, 4%[46.1 µM], 0%, 13, ?, 23, 8%
C#CCNc1ccncc1S(=O)(=O)NC(=O)NC(C)C
    -2, -4, 1%, 9%, -2%[46.1 µM], 0%, -9, 0%, 1, ·
CCOC(=O)C1=C(C)OC(N)=C(C#N)C12C(=O)Nc1ccc(C)cc12 (centres undefined)
    7, -3, 1%, 6%, 1%, -7%, 18, 15%, 1, -3%
CN1C(=O)CN=C(c2ccccc2Cl)c2cc(Br)ccc21
    1, -1, 0%, 2%, 1%, 5%, -7, ?, 5, 6%
C[C@]12CCC(=O)C=C1CC[C@@H]1[C@@H]2C(=O)C[C@]2(C)C(=O)CC[C@@H]12
    -3, -13, 4%, 2%, 0%, -2%, -4, 2%, -8, -4%

# Complete entries, looked up by structure. Order of screens: TRPV1 agonist | hERG WT inh | USP2a block | Eya2 inh | TCR activator | Mito fusion act | TSHR antagonist | ELG1 DNA repair | KCNH2 3.1 inh | AT treatment
# CN1C(=O)CN=C(c2ccccc2Cl)c2cc(Br)ccc21 as listed: 1 | -1 | 0% | 2% | 1% | 5% | -7 | ? | 5 | 6%
# CCOC(=O)C1=C(C)OC(N)=C(C#N)C12C(=O)Nc1ccc(C)cc12 (centres undefined) as listed: 7 | -3 | 1% | 6% | 1% | -7% | 18 | 15% | 1 | -3%
# C[C@]12CCC(=O)C=C1CC[C@@H]1[C@@H]2C(=O)C[C@]2(C)C(=O)CC[C@@H]12 as listed: -3 | -13 | 4% | 2% | 0% | -2% | -4 | 2% | -8 | -4%
# Cc1nn(Cc2ccccc2Cl)c(C)c1C(=O)OCC(=O)NC1CCS(=O)(=O)C1 (centres undefined) as listed: -1 | 8 | 1% | -1% | 4%[46.1 µM] | 0% | 13 | ? | 23 | 8%
# C#CCNc1ccncc1S(=O)(=O)NC(=O)NC(C)C as listed: -2 | -4 | 1% | 9% | -2%[46.1 µM] | 0% | -9 | 0% | 1 | ·
